Screening data from PubChem.
P. falciparum M17LAP: P. falciparum M17LAP inhibitors, primary screen, biochemical, fluorogenic H-Leu-NHMec substrate, 1536-well (AID 1619); recombinant M17LAP, H-Leu-NHMec fluorogenic kinetic assay; higher % means a stronger effect; one-dose inhibition, % at 30 µM; IC50 in µM for titrated hits; 220,000 compounds, 0.38% hits;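 active = compound inhibiting the enzyme by more than half at any dose during confirmatory dose-response retesting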;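 note: plate controls were full reaction with DMSO carrier for no effect and no enzyme background for full effect; strong numbers were not always called active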
KOR beta-arrestin-1: kappa opioid receptor blockers – cell-based, luminescence, uHTS (AID 1778). KOR beta-arrestin recruitment, luminescence, antagonist mode; higher % means a stronger effect. inhibition, % at 10 µM, or IC50 in µM where a hit was titrated. 290,000 compounds, 0.091% hits; note: strong numbers were not always called active
GPR55 beta-arrestin: GPR55 agonists via beta-arrestin recruitment, primary screen, imaging, U2OS cells, beta-arrestin-GFP redistribution (AID 1961) | activation, % at 10 µM, or EC50 in µM where a hit was titrated | 290,000 compounds, 0.048% hits | U2OS GPR55 beta-arrestin-GFP redistribution imaging; higher % means a stronger effect;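 active = activation above 40% with more than 50 cells counted in the well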;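 note: U2OS osteosarcoma cells stably expressing GPR55 and beta-arrestin-GFP; plate controls were DMSO negative control for no effect and LPI positive control for full effect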
HEK293 NOD2/NF-kB: inhibition of NOD2-driven NF-kB reporter – cell-based, luminescence, uHTS, HEK293 (AID 1566); HEK293 NOD2/NF-kB luciferase reporter, luminescence; higher % means a stronger effect; inhibition, % at 4 µM, or EC50 in µM where a hit was titrated; 290,000 compounds, 0.63% hits; note: many of its hits are not listed in these tables
KOR beta-arrestin-2: KOR agonists, beta-arrestin recruitment, primary screen, cell-based, luminescence, uHTS (AID 1777) | KOR beta-arrestin recruitment, luminescence; higher % means a stronger effect | activation, % at 10 µM, or EC50 in µM where a hit was titrated | 280,000 compounds, 0.02% hits; in the data active = activation above about 50%, passing the limit was not always enough; note: a part of the inactive calls stands beside numbers as strong as those of hits
NOD1 inhibition: inhibition of NOD1-driven NF-kB reporter – cell-based, luminescence, uHTS, primary screen (AID 1578) | NOD1-driven NF-kB luciferase reporter cells, luminescence; higher % means a stronger effect | 290,000 compounds, 1% hits | one-dose inhibition, % at 4 µM; EC50 in µM for titrated hits; in the data active = inhibition mostly above about 36%, no sharp cut-off; inactive = mostly below about 34%;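 note: HEK-293T reporter cells stimulated with the NOD1 agonist gamma-tri-DAP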
Dynein cargo inh: dynein cargo transport inhibition; AID 1381; 220,000 compounds, 0.47% hits; 3617.4 mouse cells, GR-EGFP nuclear translocation imaging; test concentration mostly 20 µM; stimulated with dexamethasone, 1 µM; hits give low values; z-score, hits read low;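 active = plate z-score of nuclear minus cytoplasmic receptor signal below a set negative limit, without overly bright fluorescence or cell loss, cut at about -3.5 in these data, passing the limit was not always enough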;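 note: z-score of nuclear minus cytoplasmic ring GR-EGFP intensity difference per well; some compounds called inactive have numbers as strong as hits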
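medium = tetracycline-free induction medium containing charcoal-stripped FBS | probe or stimulus = dexamethasone, 1.0 µM final | timing = 48 h induction, then 1 h compound, then 30 min agonist, 37 °C | detection = automated 10x imaging of fixed Hoechst-stained cells | read-out basis = nuclear versus cytoplasmic GR-EGFP signal, averaged per well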
AID2073: disruptors of CaV2.2 binding to Mint1 – biochemical, HTRF (AID 2073) | HTRF protein-protein interaction, Mint1-CaV2.2; higher % means a stronger effect | one-dose inhibition, % at 20 µM; IC50 in µM for titrated hits | 290,000 compounds, 0.19% hits; in the data active = inhibition mostly above about 51%, no sharp cut-off; note: some results filed as inactive read as strong as hits
P. falciparum M1AAP: P. falciparum M1AAP inhibitors, biochemical, fluorogenic H-Leu-NHMec substrate, 1536-well (AID 1445); recombinant M1AAP, H-Leu-NHMec fluorogenic kinetic assay; higher % means a stronger effect; 220,000 compounds, 0.42% hits; one-dose inhibition, % at 30 µM; IC50 in µM for titrated hits;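 active = primary inhibition above the hit cutoff, then over 50% inhibition at one or more dose response concentrations, cut at about 23% in these data, passing the limit was not always enough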;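 note: plate controls were DMSO full reaction for no effect and no enzyme background for full effect; strong numbers were not always called active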
Dynein cargo inh cytoplasmic EGFP: further read-out of Dynein cargo inh, marked with its call; z-score; measured here: cytoplasmic GR-EGFP intensity; hits give high values
Dynein cargo inh nuclear GR-EGFP: also measured in Dynein cargo inh; calls as there; z-score; measured here: nuclear GR-EGFP intensity;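 lower value marks the stronger effect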
Dynein cargo inh cell count: also measured in Dynein cargo inh; calls as there; z-score; measured here: cell count per field
Numbers without * were called inactive; · = not tested or not shown; [ ] = remark or other dose. Cut-off read from the data, not from the text of the source, unless noted: active = inhibition above about 50%; inactive = the rest.

SMILES	P. falciparum M17LAP	KOR beta-arrestin-1	GPR55 beta-arrestin	HEK293 NOD2/NF-kB	KOR beta-arrestin-2	NOD1 inhibition	Dynein cargo inh	Dynein cargo inh cytoplasmic EGFP	Dynein cargo inh nuclear GR-EGFP	Dynein cargo inh cell count	AID2073	P. falciparum M1AAP
COc1ccc(NC(=O)N2CCc3ccccc32)cc1	31%	-13%	-0.2%	-153%	-0.3%	-38%	1.2	0.3	0.68	-1.6	-8%	-4%
COc1cc2c(cc1OC)CN(Cc1cc(=O)oc3cc(C)c(C)cc13)CC2	-8%	-101%	-0.2%	3%	4.4%	10%	0.6	-0.14	0.72	-1.6	14%	4%
COc1ccc(CC(=O)N2CCN(c3ccccc3OC)CC2)cc1OC	·	13%	-0.2%	19%	2.4%	-4%	·	·	·	·	6%	·
Cn1c(=O)[nH]c(=O)c2c1nc(NCc1ccco1)n2CCCc1ccccc1	3%	7%	0.3%	-2%	6.6%	-5%	0.74	-0.21	0.039	0.08	-10%	-1%
CN1N=C2c3ccccc3CCC2C1c1ccc(F)cc1 (stereo not drawn)	0%	22%	-0.2%	-90%	5.1%	0%	0.19	-0.0084	0.54	-0.27	8%	-2%
Cc1cc(OCC(=O)NC(Cc2ccc(Cl)cc2)C(=O)O)c2c(C)c(C)c(=O)oc2c1 (stereo not drawn)	·	-24%[20 µM]	-0.2%	4%	2.9%	-15%	·	·	·	·	11%	·
COc1ccc(-c2nnn(CC(=O)N(C3CCCC3)C(C)C(=O)NC3CCCC3)n2)cc1OC (stereo not drawn)	10%	-39%	-1.0%	12%	-8.5%	-9%	1.4	-0.059	1.3	-1.7	0%	13%
COc1ccc(CCNC(=O)Nc2cccc([N+](=O)[O-])c2)cc1	1%	13%	1.5%	80%*	-4.0%	-14%	-0.15	-0.31	0.12	1	1%	7%
CCOc1ccc(N2C(=O)CS/C2=N/NC(=O)COc2ccc3ccccc3c2)cc1	-5%	1%	-0.1%	31%	-3.3%	12%	0.081	-0.22	-0.6	-1.1	-3%	7%
Cc1c(CC(=O)O)c(=O)oc2cc(OCc3ccc(Cl)cc3)ccc12	·	5%	-0.1%	-8%	0.8%	-2%	·	·	·	·	24%	·
O=C(CNc1ccc(F)cc1)N/N=C1\CCc2ccccc21	-4%	-2%	-0.7%	7%	2.9%	10%	-0.23	-0.023	0.42	-0.25	-8%	1%
Cc1cc(C)c2nc(N3CCCN(C(=O)c4cnccn4)CC3)c(C#N)cc2c1	3%	4%	0.2%	5%	2.8%	-4%	-0.71	-0.33	-0.081	0.48	10%	5%
Clc1ccc(SCNc2ccccc2Cl)cc1	-3%	38%	0.4%	-9%	-0.2%	0%	-0.9	-0.7	-0.31	1	5%	-3%
COc1ccc(OC)c(N(CC(=O)NC2CCCC2)S(=O)(=O)c2ccc(OC)c(OC)c2)c1	·	-6%	0.3%	-19%	6.5%	6%	·	·	·	·	7%	·
COc1ccc(-c2ccc(-c3nnc(-c4cc(OC)ccc4OC)o3)cc2)cc1	1%	17%	0.2%	15%	2.2%	-12%	0.56	-0.14	0.82	-1.4	36%	2%
O=C(Oc1cccc2cccnc12)c1cccc(-n2cnnn2)c1	1%	8%	-0.3%	13%	7.7%	-9%	-0.39	-0.084	-0.77	-0.49	7%	-2%
COc1ccccc1N=Nc1c(C)[nH][nH]c1=O	·	26%	0.0%	-15%	-3.7%	-9%	·	·	·	·	-1%	·
Cc1ccccc1NC(=O)c1cccc(S(=O)(=O)N2CCOCC2)c1	·	-35%	-0.2%	-7%	-1.9%	-12%	·	·	·	·	-6%	·
Cn1c(N)c(C(=O)COC(=O)c2cc(C(F)(F)F)nc3ccccc23)c(=O)n(Cc2ccccc2)c1=O	0%	6%	-0.3%	-7%	-1.9%	-17%	0.89	-0.26	0.75	0.037	4%	-2%
O=C(CNC(=O)c1ccc(Br)o1)OCC(=O)c1cccc([N+](=O)[O-])c1	12%	2%[20 µM]	-0.1%	-6%	-3.5%	-32%	0.19	-0.13	-0.4	0.29	7%	5%

Fetched by structure from the list above (3):
SMILES	P. falciparum M17LAP	KOR beta-arrestin-1	GPR55 beta-arrestin	HEK293 NOD2/NF-kB	KOR beta-arrestin-2	NOD1 inhibition	Dynein cargo inh	Dynein cargo inh cytoplasmic EGFP	Dynein cargo inh nuclear GR-EGFP	Dynein cargo inh cell count	AID2073	P. falciparum M1AAP
CN1N=C2c3ccccc3CCC2C1c1ccc(F)cc1 (stereo not drawn)	0%	22%	-0.2%	-90%	5.1%	0%	0.19	-0.0084	0.54	-0.27	8%	-2%
O=C(Oc1cccc2cccnc12)c1cccc(-n2cnnn2)c1	1%	8%	-0.3%	13%	7.7%	-9%	-0.39	-0.084	-0.77	-0.49	7%	-2%
COc1ccc(-c2nnn(CC(=O)N(C3CCCC3)C(C)C(=O)NC3CCCC3)n2)cc1OC (stereo not drawn)	10%	-39%	-1.0%	12%	-8.5%	-9%	1.4	-0.059	1.3	-1.7	0%	13%

Returning to the listing; the 2 compounds before the break are reprinted first.
SMILES	P. falciparum M17LAP	KOR beta-arrestin-1	GPR55 beta-arrestin	HEK293 NOD2/NF-kB	KOR beta-arrestin-2	NOD1 inhibition	Dynein cargo inh	Dynein cargo inh cytoplasmic EGFP	Dynein cargo inh nuclear GR-EGFP	Dynein cargo inh cell count	AID2073	P. falciparum M1AAP
Cn1c(N)c(C(=O)COC(=O)c2cc(C(F)(F)F)nc3ccccc23)c(=O)n(Cc2ccccc2)c1=O	0%	6%	-0.3%	-7%	-1.9%	-17%	0.89	-0.26	0.75	0.037	4%	-2%
O=C(CNC(=O)c1ccc(Br)o1)OCC(=O)c1cccc([N+](=O)[O-])c1	12%	2%[20 µM]	-0.1%	-6%	-3.5%	-32%	0.19	-0.13	-0.4	0.29	7%	5%
COc1ccc(/C=C2\SC(=S)N(CCC(=O)Nc3ccc(C(=O)O)cc3)C2=O)cc1OC	·	7%	0.3%	20%	-4.7%	7%	·	·	·	·	7.9µM*	·
S=C(NCC1CCCO1)Nc1ccc(Cl)cc1Cl (stereo not drawn)	-6%	3%	0.1%	-10%	12%	-36%	0.43	-0.23	0.34	-0.6	-32%	-3%
CC(C)(C)OC(=O)NCCC(=O)Oc1ccc2ccc(=O)oc2c1	-219%	-11%	0.2%	-5%	4.5%	-12%	-0.99	-0.15	-0.062	0.68	12%	16%
CCN(C(=O)COC(=O)c1ccc(F)c(S(=O)(=O)N2CCOCC2)c1)C1CCS(=O)(=O)C1 (stereo not drawn)	·	7%	-0.1%	7%	6.4%	-28%	·	·	·	·	-3%	·
COc1ccc(NC(=O)c2ccc3[nH]c(C)c(C)c3c2)cc1	·	-2%	0.4%	-24%	-3.4%	-3%	·	·	·	·	7%	·
C/C1=C\CCC2C(/C=C(\C)CC1)OC(=O)C2CN1CCCCC1 (stereo not drawn)	·	12%	-0.1%	10%	-5.5%	-2%	·	·	·	·	-10%	·
COC(=O)c1ccccc1NC(=O)CSCC(=O)Nc1ccccc1	-7%	-9%	0.3%	-28%	-0.5%	41%	-0.19	-0.21	-0.18	0.19	4%	-1%
COc1cccc(/C=C/C(=O)NCCc2ccc3c(c2)OCCO3)c1	-9%	-7%	0.8%	-3%	-1.4%	3%	-0.38	-0.24	-0.37	0.12	-4%	9%
COc1cccc(C2c3c(oc4ccccc4c3=O)C(=O)N2c2ccccn2)c1 (stereo not drawn)	0%	-28%	-0.1%	11%	-5.6%	-1%	0.55	-0.16	0.63	-0.58	10%	-4%
Cc1ccccc1NC(=O)NCCc1ccc(Cl)cc1	1%	28%[20 µM]	-0.1%	1%	-1.5%	-24%	-0.48	0.018	-0.2	0.88	-3%	2%
Fc1ccc(-n2nnc(-c3cnc4ccccc4c3)n2)cc1	-1%	1%	-0.1%	-79%	-0.7%	14%	-0.75	-0.29	-0.2	0.26	7%	-4%
CC(C)(C)OC(=O)N1CCC[C@H]1c1nnc(SCc2ccc(Cl)cc2Cl)o1	13%	-6%	0.1%	-15%	0.8%	-14%	0.14	-0.19	-0.13	0.55	-15%	15%
Cc1nc2ccc(S(=O)(=O)NCC(=O)NCCc3ccc(Cl)cc3)cc2s1	·	-23%	-0.3%	27%	-3.9%	2%	·	·	·	·	6%	·
COC(=O)C1=C(CS(=O)(=O)c2ccccc2)NC(=O)NC1c1ccc(O)cc1 (stereo not drawn)	·	-30%	-0.1%	8%	-0.5%	23%	·	·	·	·	3%	·
CN1CCN(S(=O)(=O)c2ccc(NC(=O)COc3ccccc3Cl)cc2)CC1	-5%	34%[20 µM]	0.0%	9%	-2.8%	6%	-1.3	-0.3	-0.47	0.017	-6%	-1%
CCOC(=O)N1CCC(N2CCN(S(=O)(=O)c3ccc(NC(C)=O)cc3)CC2)CC1	1%	-13%	0.3%	7%	-2.3%	10%	-0.98	-0.18	-0.21	0.11	19%	-4%
COC(=O)C1=CN(c2ccc(OC)cc2)C=C(C(=O)OC)C1c1ccc(C)c([N+](=O)[O-])c1	13%	12%	-0.2%	5%	-1.2%	-1%	-0.61	-0.29	0.24	0.59	9%	4%
CCOC(=O)Cn1c(=N)n(Cc2ccccc2)c2ccccc21	-6%	0%	-0.1%	8%	2.5%	-32%	0.014	-0.16	0.18	-0.16	2%	7%
Cc1cccc(N=C2NN=C(c3c(C)[nH]c4ccccc34)CS2)c1	1%	25%	-0.2%	6%	-6.0%	2%	-0.94	-0.28	-0.75	0.83	-39%	-11%
CCOC(=O)c1ccc(S(=O)(=O)N2CCN(C3CCCC3)CC2)cc1	2%	-2%[20 µM]	-0.1%	23%	·	-8%	0.058	-0.24	-0.24	0.69	9%	5%
CC(C)(C)NCc1cc(Cl)ccc1OCc1ccccc1F	-1%	-4%	-0.3%	25%	-1.2%	-4%	-0.56	-0.21	-0.16	0.28	-1%	-2%
Cc1ccc2nc(SCC(=O)Nc3cccc(S(N)(=O)=O)c3)[nH]c2c1	6%	-9%	-0.1%	-6%	1.1%	-11%	-1.1	-0.81	-0.41	0.62	4%	1%
COc1ccc(N=Cc2cc(Cl)ccc2O)cc1Cl	-12%	-7%	-0.7%	10%	1.1%	26%	0.14	-0.31	0.3	-0.12	-8%	-1%
CC1(C(=O)NCC2CC2)C=CC2(CCCCC2)N1C(=O)c1ccccc1 (stereo not drawn)	·	-15%[20 µM]	0.2%	-20%	-0.4%	-22%	·	·	·	·	2%	·
COc1ccc(/C=N/OCC(=O)NCC(C)C)c(OC)c1	-3%	27%	-0.3%	16%	3.5%	0%	-0.77	-0.34	0.084	1.3	1%	5%

Some of the compounds tested; rates above refer to the full screens.
